# BoNT-A LC inh2 – blocks Botulinum neurotoxin A light chain protease | multiplex microsphere protease substrate cleavage, flow cytometry | actives 0.17% (n = 360,000) | inhibition, % at 10 µM; in the data active = inhibition above about 30%; inconclusive = no clear call, values can overlap the other calls; also: plate controls were buffer without enzyme for full effect and enzyme alone for no effect
# CCHFV vOTU inh – CCHFV vOTU protease inhibition; actives 0.55% (n = 370,000); Pep-AMC fluorescence; inhibition, % at 11.5 µM; also: 0% = vehicle wells with enzyme and 100% = no enzyme wells
# PrPC TRFRET – cell surface PrPC inhibition, primary TR-FRET screen; P04156; AID 720596; inhibition, % at 13.8 µM; TR-FRET read-out; actives 0.43% (n = 370,000); in the data active = inhibition above about 24%; also: 0% = median of the test wells and 100% = reference compound wells
# UGM FP inh – Mtb UDP-galactopyranose mutase inhibition; purified UGM, fluorescence polarization probe displacement; inhibition, % at 10 µM; actives 0.06% (n = 320,000); AID 504406; in the data active = inhibition above about 10%, passing the limit was not always enough; inconclusive = no clear call, values can overlap the other calls
# Target sequence (P9WIQ1 whole entry, looked up): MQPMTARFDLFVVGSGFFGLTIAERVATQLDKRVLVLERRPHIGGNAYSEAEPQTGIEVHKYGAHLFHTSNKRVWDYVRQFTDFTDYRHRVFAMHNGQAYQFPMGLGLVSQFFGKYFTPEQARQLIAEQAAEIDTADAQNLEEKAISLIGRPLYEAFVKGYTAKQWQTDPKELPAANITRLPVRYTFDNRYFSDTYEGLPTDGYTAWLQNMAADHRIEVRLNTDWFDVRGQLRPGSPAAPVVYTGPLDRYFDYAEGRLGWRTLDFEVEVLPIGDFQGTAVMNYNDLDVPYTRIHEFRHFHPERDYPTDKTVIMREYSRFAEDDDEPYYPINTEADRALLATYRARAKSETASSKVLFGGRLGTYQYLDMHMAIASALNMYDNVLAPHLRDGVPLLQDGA
# FBA Mtb inh – inhibits M. tuberculosis FBA enzyme; P9WQA3; inhibition, % at 1 µM; purified M. tuberculosis FBA, fluorescence read-out; actives 2.3% (n = 360,000); in the data active = inhibition above about 27%;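 also: 0% = vehicle and 100% = reference inhibitor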
# Target sequence (P9WQA3 whole entry, looked up): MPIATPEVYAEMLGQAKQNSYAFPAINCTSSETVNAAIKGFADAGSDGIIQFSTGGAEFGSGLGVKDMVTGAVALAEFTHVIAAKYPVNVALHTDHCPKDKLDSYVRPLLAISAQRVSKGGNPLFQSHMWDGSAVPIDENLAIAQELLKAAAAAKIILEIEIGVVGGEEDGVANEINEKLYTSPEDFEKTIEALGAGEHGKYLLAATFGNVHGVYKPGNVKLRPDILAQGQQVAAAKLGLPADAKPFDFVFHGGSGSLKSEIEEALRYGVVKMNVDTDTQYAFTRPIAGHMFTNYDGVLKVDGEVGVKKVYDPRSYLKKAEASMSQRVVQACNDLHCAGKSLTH
# GDH-TPI inh – inhibits GDH-TPI coupling enzymes, artifact for Mtb FBA screen | inhibition, % at 4.8 µM | AID 588335 | GDH-TPI coupled enzyme counterscreen, NADH absorbance | actives 1.2% (n = 360,000);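 also: 0% = DMSO wells and 100% = wells lacking the enzyme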
# BoNT-F LC inh – inhibitors of Botulinum neurotoxin F light chain protease; Multiplex microsphere protease cleavage assay, flow cytometry; inhibition, % at 10 µM; actives 0.22% (n = 360,000); AID 588497; in the data active = inhibition above about 35%, passing the limit was not always enough; inconclusive = no clear call, values can overlap the other calls; also: plate controls were buffer without enzyme for full effect and enzyme alone for no effect
# FadD28 binding – M. tuberculosis FadD28 bisubstrate binding inhibition | actives 0.22% (n = 360,000) | FadD28 bisubstrate probe binding, fluorescence polarization | AID 588549 | inhibition, % at 12.5 µM; in the data active = inhibition above about 8.5%, passing the limit was not always enough; inconclusive = no clear call, values can overlap the other calls
# BioA inh – blocks M. tuberculosis BioA enzyme activity; inhibition, % at 9.99 µM; purified M. tuberculosis BioA enzyme, plate reader; actives 0.096% (n = 360,000); in the data active = inhibition above about 40%; inconclusive = no clear call, values can overlap the other calls
# * hit, by the source's call; ? = inconclusive; nt = not tested or not shown. Rule as the data show it, unless noted: active = inhibition above about 30%; inactive = the rest.
SMILES,BoNT-A LC inh2,CCHFV vOTU inh,PrPC TRFRET,UGM FP inh,FBA Mtb inh,GDH-TPI inh,BoNT-F LC inh,FadD28 binding,BioA inh
COc1ccc(S(=O)(=O)NN(C)c2nc(C(F)(F)F)nc3ccccc23)cc1,-0.2,12,-1,1.1,-5,11,-2,-5.8,nt
COc1cc(/C=C(\C#N)C(=O)N2CCOCC2)cc(Br)c1O,-0.1,10,-3,-1.8,-13,12,-2,-3.0,-1.1
O=C(N/N=C/c1cc2ccccc2nc1Cl)c1ccncc1,-0.3,20,-1,1.8,-2,12,-2,-6.0,0.7
C/C(=N\Nc1ccc(F)cc1)c1ccc(N2CCOCC2)c(F)c1,1.4,11,-2,-1.3,0,11,-28,-0.9,0.9
C=C(C)COc1ccc2c(C)c(CCC(=O)N3C[C@H]4C[C@@H](C3)c3cccc(=O)n3C4)c(=O)oc2c1,-0.2,-13,2,3.0,70*,24,-5,-1.0,-0.5
Cc1nn(C)c(C(=O)Nc2ccn(Cc3ccccc3F)n2)c1[N+](=O)[O-],-1.3,-8,-8,1.7,1,10,-2,0.7,-0.3
Cn1c(O)c(N=Nc2nc(-c3ccccc3)cs2)c2ccccc21,-0.2,-15,0,2.7,-6,1,-12,0.9,nt
CC(=O)Nc1ccc(S(=O)(=O)NC(C)CCc2ccccc2)cc1 (configuration not stated),-5.2,-11,4,4.3,1,4,?,-3.3,1.4
COc1ccc(S(=O)(=O)Cc2ccc(C(=O)N3CCN(c4ccccn4)CC3)o2)cc1,0.4,nt,nt,-0.2,6,-1,0,1.4,-2.4
CC(=O)c1c(C)[nH]c(C(=O)N2CCC3(CC2)OCCO3)c1C,0.2,3,6,-1.3,1,2,1,-1.1,-0.9
COc1ccc(C(=O)CSc2nc3ccccc3n2CC(=O)NC(C)(C)C)cc1,0.7,4,7,-0.9,0,-10,-3,-4.0,1.4
CCCCN(C(=O)c1ccc(S(=O)(=O)N(C)C)cc1)c1ccccc1,0.1,7,2,4.6,4,0,2,-2.5,1.2
O=C(NN=C1CCN(Cc2ccccc2)CC1)c1ccccc1O,-0.8,8,3,0.9,0,5,-10,1.1,nt
O=C(NCc1cccnc1)c1ccc2c(c1)N(Cc1ccccc1)CCS2,-0.8,-63,2,0.8,76*,3,4,3.6,0.8
O=C(NC(c1ccccc1)c1ccccc1)c1ccc(Br)o1,0.7,10,0,2.5,1,6,10,-0.2,-2.8
COC(=O)CCSc1nccn1Cc1ccccc1,?,8,4,-1.5,2,-10,-2,-0.8,-0.1
Cc1c(Cl)cccc1NC(=O)CCCN1C(=O)CCC1=O,-0.4,-8,8,-2.2,0,1,2,-1.1,-0.2
CC(C)(CNC(=O)c1ccc(Br)o1)CNC(=O)c1ccc(Br)o1,1.2,6,6,nt,2,11,0,-2.6,0.5
Clc1ccc2c(NNc3ccccc3Cl)ccnc2c1,-0.3,-1,-2,-1.8,-1,-5,-2,-2.4,-0.4
CCOc1cc(/C=N\NC(=O)c2ccc(C)nc2)cc([N+](=O)[O-])c1O,-1.7,25,-34,-0.5,-10,49*,-6,-1.0,1.6
Cc1ccc(CNc2ccc(S(=O)(=O)N3CCOCC3)cc2[N+](=O)[O-])cc1,0.1,9,-19,-1.5,-3,6,6,-0.5,nt
Cc1ccc2nc(SCC(=O)Nc3c(C)n(C)n(-c4ccccc4)c3=O)[nH]c2c1,0.1,-3,-2,-0.8,1,16,-4,-0.8,0.7
COC(=O)Cn1cnc2c(C#N)c3n(c2c1=O)CCCC3,1.2,-12,7,2.8,4,3,11,0.4,0.9
CCOc1cc(CNCCCN2CCOCC2)ccc1OCC(=O)Nc1cccc2ccccc12,2.5,10,-20,-0.6,4,10,-6,-0.6,nt
COc1ccccc1C(=O)COC(=O)c1cccs1,-0.2,0,4,1.0,-3,9,-1,-6.2,1.0

# Complete entries, quoted from the list. Values in the order: BoNT-A LC inh2, CCHFV vOTU inh, PrPC TRFRET, UGM FP inh, FBA Mtb inh, GDH-TPI inh, BoNT-F LC inh, FadD28 binding, BioA inh
# C=C(C)COc1ccc2c(C)c(CCC(=O)N3C[C@H]4C[C@@H](C3)c3cccc(=O)n3C4)c(=O)oc2c1 in the list: -0.2, -13, 2, 3.0, 70*, 24, -5, -1.0, -0.5
# O=C(NCc1cccnc1)c1ccc2c(c1)N(Cc1ccccc1)CCS2 in the list: -0.8, -63, 2, 0.8, 76*, 3, 4, 3.6, 0.8
# O=C(N/N=C/c1cc2ccccc2nc1Cl)c1ccncc1 in the list: -0.3, 20, -1, 1.8, -2, 12, -2, -6.0, 0.7
# O=C(NC(c1ccccc1)c1ccccc1)c1ccc(Br)o1 in the list: 0.7, 10, 0, 2.5, 1, 6, 10, -0.2, -2.8
# COC(=O)CCSc1nccn1Cc1ccccc1 in the list: ?, 8, 4, -1.5, 2, -10, -2, -0.8, -0.1

# The list continues:
SMILES,BoNT-A LC inh2,CCHFV vOTU inh,PrPC TRFRET,UGM FP inh,FBA Mtb inh,GDH-TPI inh,BoNT-F LC inh,FadD28 binding,BioA inh
COc1ccc(C(=O)ON=C2C=C(C)C(=O)C(C)=C2)cc1,0.2,-1,3,-1.1,-2,3,-1,-3.2,-2.5
COC(=O)c1ccc([C@@H]2C[C@H]3CN(Cc4cccnc4)C(=O)[C@]34CCCN24)cc1,0.3,-5,1,-1.5,1,-1,-1,-2.8,-0.4
COc1ccc(NC(=O)CSc2nc3c(sc4ccccc43)c(=O)n2CCCN2CCCC2)cc1,-2.2,nt,nt,2.0,8,14,-6,-3.3,-1.4
CC(C)CNC(=S)NC1CCCC1,?,-2,10,-1.7,-1,-4,-4,-3.8,-1.2
C[C@@H](C(=O)OCC(=O)c1ccccc1)N1C(=O)C2CCCCC2C1=O (some centres not stated),0.6,2,-2,3.7,-2,0,6,-0.5,0.2
CN(C)S(=O)(=O)c1ccc(N2CCCC2)c(C(=O)Nc2ccccc2Br)c1,3.0,11,-2,-2.1,-1,-6,-8,-1.2,-1.2
CCn1c(-c2ccc([N+](=O)[O-])cc2)n[nH]c1=S,-1.2,-4,-9,0.3,-2,17,-8,-0.8,-2.7
Cc1nc2ccccc2c(C)c1C(=O)c1ccc(F)cc1,-0.3,-5,-1,-0.3,-3,-3,-4,-0.7,nt
CCCNC(=O)CN1C(=O)COc2ccc(S(=O)(=O)N3CCCCCC3)cc21,0.5,3,-2,0.5,1,4,-5,0.1,-1.7
COCCCNC(=O)c1cc(-c2cccnc2)nc2ccc(S(=O)(=O)N3CCCCCC3)cc12,-1.0,12,-2,-0.7,0,-2,1,-1.4,-1.1
O=C1N=C(N2CCOCC2)S/C1=C\c1ccc(-c2ccccc2Cl)o1,2.0,-7,5,nt,3,4,12,-3.3,-0.7
COc1ccc(C)cc1S(=O)(=O)N(CC(=O)NCc1ccco1)c1ccc(C)cc1,-0.6,20,-11,-0.8,1,0,-8,-0.2,2.3
COc1ccc(C=NNC(=O)c2cc(C)oc2C)cc1O,-0.2,15,-3,-0.3,1,31*,-4,-3.2,0.2
O=[N+]([O-])c1ccc(OCCCCN2CCCCC2)cc1,0.5,11,-2,0.5,-3,-2,-6,-3.8,-1.4
Cc1cccc(NC(=O)c2sc(C)nc2C)c1,-0.6,-10,1,1.6,-1,4,20,-0.5,nt
COC(=O)c1c(NC(C)=O)sc(C(=O)Nc2ccccc2)c1C,-0.3,10,2,2.1,-2,7,-3,-1.6,-0.8
COc1ccc(OCC(=O)Nc2nc3ccc(NC(C)=O)cc3s2)cc1,-0.6,-11,-2,-0.4,0,-6,-2,-0.5,nt
Cn1c(=O)c2c(nc(NCc3ccccc3)n2C)n(C)c1=O,0.1,-9,-2,-2.0,3,-1,1,-2.5,0.3
COc1ccc(-c2nc3c(c(=O)c4ccccc4n3C)c(=O)n2Cc2ccccc2)cc1,-0.2,7,0,0.8,14,5,1,-4.0,nt
COCC(=O)N(CCc1ccccc1)Cc1cc2cc(C)ccc2nc1Cl,3.8,-10,5,1.1,-1,4,-13,0.1,-0.9
CN(C)c1nc(SCC(=O)Nc2ccc(Cl)c(Cl)c2)nc(N2CCOCC2)n1,-0.1,8,3,-2.0,-4,-2,5,0.0,0.1
Cc1cc(C)nc(NC(=O)Nc2ccc(F)cc2F)n1,3.6,0,3,0.0,-1,4,-1,-3.4,-0.5
CCCC(=O)NCCc1nc2cc([N+](=O)[O-])ccc2n1C,0.1,1,-6,-2.9,0,8,-6,-0.9,nt
COc1c(O)ccc(/C=N\NC(=O)c2ccc3c(c2)OCO3)c1[N+](=O)[O-],0.8,12,-8,2.9,-2,33*,-12,-2.5,-1.7
Cc1nn(-c2ccccc2)c2[nH]c(=O)cc(C(F)(F)F)c12,-2.0,0,-2,3.9,9,1,-20,-11,0.8
# (cont.)
SMILES,BoNT-A LC inh2,CCHFV vOTU inh,PrPC TRFRET,UGM FP inh,FBA Mtb inh,GDH-TPI inh,BoNT-F LC inh,FadD28 binding,BioA inh
COc1ccc(CCNC(=O)C2CCCN(S(=O)(=O)c3cccc4nonc34)C2)cc1OC (configuration not stated),0.1,11,-24,0.6,-2,-2,2,-1.3,-5.1
Cc1ccc(N(CC(=O)NC2CCCC2)C(=O)CCC(=O)Nc2ccccn2)cc1C,1.1,-12,2,8.1,-5,0,2,1.6,-3.6
COc1ccccc1N1CCN(Cc2ccc(Br)cc2)CC1,-3.3,-8,-6,-0.9,-6,-13,6,-3.0,-0.8
Cc1ccc2cc(F)ccc2n1,0.3,3,-5,nt,nt,nt,4,nt,nt
CCOC(=O)N1CCN(C(=O)CN(c2cccc(OC)c2)S(C)(=O)=O)CC1,?,0,-4,-1.3,-2,13,4,-3.6,0.5
COc1ccc(C(CNC(=O)COc2ccc(Cl)c(C)c2)N2CCCCC2)cc1 (configuration not stated),0.2,-5,-2,-2.7,-3,4,2,-2.7,-1.3
O=C(O)c1cc(-c2ccc(Cl)cc2)n(-c2ccc(F)cc2)n1,-2.1,0,-2,1.2,2,1,-15,-0.9,0.7
Cc1cc(O)c(C(C)C)cc1N=Cc1ccc([N+](=O)[O-])cc1,-0.4,-7,-6,nt,-2,10,-6,0.7,nt
Cc1c(C(=O)NCC2CCCO2)sc2nc(-c3ccc(F)cc3)cn12 (configuration not stated),-0.5,-3,11,-1.3,1,8,0,-3.5,0.4
O=C(O)Cc1ccc(N2N=C(c3ccccc3)CC2=O)cc1,-1.2,26,-1,nt,15,nt,-14,2.2,-0.5
OCCC1CN(Cc2cccn2-c2ccccn2)CCN1Cc1ccccc1 (configuration not stated),-0.3,-2,-5,3.0,2,-10,-3,-5.5,nt
CCC(=O)N1CCCc2cc(S(=O)(=O)NCc3cccs3)ccc21,-0.1,14,8,-0.3,3,9,-41,-1.5,0.7
COc1ccc2[nH]cc(C(=O)CN3CCCC(C)C3)c2c1 (configuration not stated),0.5,3,6,-1.7,-6,1,0,-2.5,1.8
CNS(=O)(=O)c1c(C)cc(C)c(N(C)S(=O)(=O)c2ccccc2)c1C,0.1,3,4,0.1,6,6,0,-1.4,nt
COc1ccc(/C=N/n2c(-c3cc(C)[nH]n3)n[nH]c2=S)cc1,-0.2,-3,-2,-0.3,0,10,?,-3.1,nt
COc1ccccc1CN1CC(C(=O)NCCN2CCOC2=O)CCC1=O (configuration not stated),4.6,-2,-1,-0.2,-2,4,6,-0.2,3.9
O=C(OCC(=O)N1CCCC1)c1cc(Cl)ccc1[N+](=O)[O-],-6.9,14,-8,-2.8,0,19,-9,-2.5,-0.6
COc1ccccc1N1CCN(C(C)C(=O)N2CC(C)OC(C)C2)CC1 (configuration not stated),0.8,11,2,-1.9,5,-2,0,-2.9,-0.4
COCCn1c(=NC(=O)c2cc(-c3cccs3)nc3ccccc23)sc2cc(S(N)(=O)=O)ccc21,34*,-8,3,0.8,6,0,2,-4.2,nt
O=C(OCC(=O)N1CCCCCC1)c1ccc([N+](=O)[O-])cc1Cl,-1.1,-4,-13,1.8,-2,4,-3,-0.2,nt
COc1ccc(-c2csc(NC3=NCCCCC3)n2)cc1,-0.5,4,-5,1.8,-5,-1,-7,-0.2,nt
COc1ccc(OC)c(NC(=O)Nc2nnc(COCCO)s2)c1,0.1,7,1,nt,-2,9,4,-0.8,-0.4
CCn1cc(C(=O)N2CCN(C3CCCCC3)CC2)c2cc(OC)c(OC)cc2c1=O,0.5,3,7,2.5,5,14,35*,1.2,-0.3
c1coc(-c2nn3c(-c4ccco4)nnc3s2)c1,nt,-5,3,1.8,0,7,nt,-0.7,nt

# Assay outcomes from PubChem.
